# VP16 counter = inhibits Gal4-VP16 luciferase reporter, ROR gamma counter-screen | Drosophila S2 Gal4-VP16 UAS-luciferase, luminescence, 20 h | Potency, µM (series often up to 53.6 µM), inactives show top-dose activity, negative = inhibition, actives largely listed as inhibitors | 3.5% of 310,000 active | AID 2546;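 note: Gal4-VP16 expression switched on by copper sulfate through the metallothionein promoter; % is set by controls: 0 for no effect and ±100 for the full control effect; nearly all actives have a fitted effect of over 50% in size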
# RORg inh = ROR gamma (mouse) transcription inhibition. P51450. Drosophila S2 Gal4-RORgamma UAS-luciferase reporter, 20 h. Potency, µM (titrated, usually from 53.6 µM), without a hit: top-dose activity change, negative = inhibition, usual class: inhibitors. 5.4% of 310,000 active. AID 2551; note: % is set by controls: 0 for no effect and ±100 for the full control effect; nearly all actives have a fitted effect of over 60% in size
#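 Stable Schneider cell line, Gal4 DNA-binding domain fused to ROR gamma, UAS-luciferase. Cmpd 1 hr RT → CuSO4 700 uM final → 20 hr RT → luciferase reagent 10 min → luminescence.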
# Rab9 prom act = Rab9 promoter activation. Huh7 Rab9 promoter-luciferase reporter, luminescence, 24 h. Potency, µM (top dose mostly 9.22 µM), inactives show at the highest dose activation, negative = inhibition, most hits filed as activators. 2.8% of 320,000 active. AID 485297; note: % of control where 0% means no effect; nearly all actives have a fitted effect of over 60% in size
#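 Luminescence read-out: Huh7 cells stably expressing Rab9-luciferase, treated 24 h with compound at 37 °C, then lysed with luciferase reagent for 10 min at ambient before reading.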
# ELG1 genotox = inducers of genotoxicity in HEK293T ELG1-luciferase cells; HEK293T ELG1-luciferase reporter, luminescence, 16 h; Potency, µM (highest dose often 46 µM), without a hit: at the top dose activity change, positive = activation, most hits filed as activators; 1.3% of 330,000 active; AID 504466; note: % of control where 0% means no effect; nearly all actives have a fitted effect of over 60% in size
#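 HEK293T cells expressing luciferase-tagged ELG1 were treated with compound or DMSO for 16 hr at 37°C. Luciferase activity was then read after 30 min with ONE-Glo at room temperature; rising signal flags genetic stress.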
# NPC1 promoter act = activates the NPC1 promoter; Huh7 NPC1 promoter luciferase reporter, 24 h; Potency, µM (top dose mostly 9.22 µM), inactives show at the highest dose activation, usual class: activators; 2.4% of 320,000 active; AID 485313;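 note: % of control where 0% means no effect; nearly all actives have a fitted effect of over 60% in size; reporter is driven by a mutant NPC1 promoter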
#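 In 1536-well qHTS, Huh7 cells harboring an NPC1 promoter–luciferase construct received compound for 24 h; activation was quantified by luminescence following luciferase reagent addition.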
# CXXC DNA block = inhibitors of human MLL CXXC domain-DNA interaction; Q03164; MLL-CXXC / FITC-HOXA9 DNA fluorescence polarization; Potency, µM (doses to about 115 µM), inactives show at the highest dose activity change, negative = inhibition, hits mostly inhibitors; 0.037% of 290,000 active; AID 2662; active = well fitted inhibition curve with a large enough effect in the polarisation, with a control signal flat, not every such curve was filed as active; inconclusive = small, poorly fitted or top-dose-only effect, or effect the other way, or a change in a side signal; inactive = no such curve, though single readings can be large or run the other way; the % refers to the polarisation
#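 Fluorescence polarization: 7 uM MLL-CXXC (stock) preincubated 5 min with compounds, then 50 nM fluorescein-HOX-A9 DNA (stock) added; 30 min ambient. Buffer 50 mM Tris-HCl pH 7.5, 50 mM NaCl, 1 mM DTT, 0.05% BSA.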
# MBNL1 CUG block = inhibitors of human MBNL1 binding to CUG repeat RNA. Q9NR56. TR-FRET MBNL1-His/biotin-(CUG)12 binding, 665/545 ratio. Potency, µM (top dose mostly 57.5 µM), for inactives: top-dose activity change, negative = inhibition, most hits filed as inhibitors. 0.036% of 280,000 active. AID 2675; active = well fitted inhibition curve with a large enough effect in the signal ratio, with a control signal flat, not every such curve was filed as active; inconclusive = small, poorly fitted or top-dose-only effect, or effect the other way, or a change in a side signal; inactive = no such curve, though single readings can be large or run the other way; the % refers to the signal ratio; note: % is set by controls: 0 for no effect and ±100 for the full control effect
# Target sequence (Q9NR56 whole entry, looked up): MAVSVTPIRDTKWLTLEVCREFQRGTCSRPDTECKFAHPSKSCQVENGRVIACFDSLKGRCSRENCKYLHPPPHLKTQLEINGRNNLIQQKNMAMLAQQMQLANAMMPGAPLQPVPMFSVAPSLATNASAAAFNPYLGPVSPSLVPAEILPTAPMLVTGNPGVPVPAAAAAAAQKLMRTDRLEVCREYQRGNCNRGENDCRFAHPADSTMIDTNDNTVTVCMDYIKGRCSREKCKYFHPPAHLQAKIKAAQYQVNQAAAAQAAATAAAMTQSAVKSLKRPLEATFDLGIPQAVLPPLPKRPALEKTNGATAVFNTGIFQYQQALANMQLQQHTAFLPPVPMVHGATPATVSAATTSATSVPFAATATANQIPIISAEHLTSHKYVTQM
#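 His-tagged MBNL1 binding to biotinylated (CUG)12 RNA was measured by TR-FRET using terbium anti-His antibody (0.055 ng/ul final) and streptavidin-XL665 (5 nM final). Compounds were titrated 92 nM to 58 uM; 60 min at room temperature.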
# p53 reactivation = re-activators of mutant p53. H1299 p53-A138V BP100-luciferase reporter, luminescence, 24 h. 0.063% of 320,000 active. AID 504706. Potency, µM (doses to about 92.2 µM), without a hit: top-dose activity change, positive = activation, actives largely listed as activators; note: % of control where 0% means no effect; nearly all actives have a fitted effect of over 45% in size
#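 H1299 (p53-null), stable ts p53-A138V + BP100-Luc; 1000 cells/well, Opti-MEM/10% FBS; cpd 4 pt, 1:5; 24 h, 37 deg C, 5% CO2; detection reagent 10 min RT; luminescence.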
# uPA surface inh = blocks generation of uPA at the cell surface | cell surface uPA generation assay, qHTS | Potency, µM (doses to about 38.3 µM), inactives show top-dose activity change, negative = inhibition, actives largely listed as inhibitors | 0.31% of 330,000 active | AID 540303; active = well fitted inhibition curve with a large enough effect; inconclusive = small, poorly fitted or top-dose-only effect; inactive = no such curve, though single readings can be large or run the other way; tested in mouse RAW 264.7 cells; note: % is set by controls: 0 for no effect and ±100 for the full control effect; nearly all actives have a fitted effect of over 55% in size
# BRCA1 expr up = activators of BRCA1 expression. MCF7-BRCA1-FFLuc reporter, luminescence, 48 h; response scale: scaled: vehicle 0%, 10 µM genistein 100%. 1.1% of 380,000 active. AID 624202. Potency, µM (titrated, usually from 46.1 µM), inactives show at the top dose activation, actives largely listed as activators; note: nearly all actives have a fitted effect of over 80% in size; some results filed as inactive show a strong effect at the top dose
#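 Compounds are tested at multiple concentrations on MCF7 BRCA1-luciferase reporter cells seeded at 2000 per well; after 48 h, a single luminescence end-point is taken and curves fitted to the normalized data.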
# FLuc counter = firefly luciferase modulation, counter-screen for miR-21 project | P08659 | purified FLuc, Km substrates, luminescence inhibition | Potency, µM (top dose mostly 57.5 µM), without a hit: top-dose activity change, negative = inhibition, most hits filed as inhibitors | 6.9% of 360,000 active | AID 588342;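 note: plate controls were vehicle for no effect and reference inhibitor for full effect; nearly all actives have a fitted effect of over 55% in size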
# Target sequence (P08659 whole entry, looked up): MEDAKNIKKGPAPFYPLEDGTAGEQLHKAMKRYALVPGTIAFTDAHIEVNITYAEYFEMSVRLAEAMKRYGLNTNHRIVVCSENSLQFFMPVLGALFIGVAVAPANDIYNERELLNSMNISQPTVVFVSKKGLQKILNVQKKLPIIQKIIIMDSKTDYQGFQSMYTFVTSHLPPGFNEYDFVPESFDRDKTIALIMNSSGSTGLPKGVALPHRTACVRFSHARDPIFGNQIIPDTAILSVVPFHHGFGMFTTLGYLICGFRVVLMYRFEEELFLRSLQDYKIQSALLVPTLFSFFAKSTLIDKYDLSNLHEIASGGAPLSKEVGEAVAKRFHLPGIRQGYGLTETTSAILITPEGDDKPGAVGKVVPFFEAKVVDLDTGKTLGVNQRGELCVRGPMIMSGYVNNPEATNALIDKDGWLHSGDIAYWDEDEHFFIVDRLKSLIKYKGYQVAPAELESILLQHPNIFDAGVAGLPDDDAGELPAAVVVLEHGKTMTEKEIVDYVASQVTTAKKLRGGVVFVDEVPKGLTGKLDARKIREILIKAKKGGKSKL
#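 Purified P. pyralis luciferase (10nM final) with 10uM D-luciferin and 10uM ATP (Km levels) in 50mM Tris acetate pH 7.5, 10mM Mg acetate, 0.01% Tween-20, 0.05% BSA; qHTS 6-point titration, ~60 µM downward; luminescence read.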
# * marks the source's active call; other numbers are inactive results; ? = inconclusive; · = no result given; & = joins results of further samples; [ ] = remark or other dose. Unless noted, calls come from the whole dose curve; as a rule, active = well fitted curve in the direction sought with a large enough effect; inconclusive = small, poorly fitted or top-dose-only effect, or another doubt; inactive = no such curve, though single readings can be large; an effect the other way counts as inactive or inconclusive. Potency is the fitted concentration of half-maximal effect. The list is partial, so the mix of outcomes need not match the whole.
item	molecule	BRCA1 expr up	p53 reactivation	NPC1 promoter act	ELG1 genotox	FLuc counter	uPA surface inh
1	CCCCN(CC)CCCNC(=O)c1cc2c(=O)n(CC)c3ccccc3c2s1	0%	3%	-8%	?	-1%	1%
2	CC(C)(C)NC(=O)C(c1ccccn1)N(C(=O)c1ccc2c(c1)OCCO2)C1CCCC1 (configuration not stated)	-27%	-3%	1%	0%	-1%	3%
3	CN(C)C(CNC(=O)c1ccccc1C(F)(F)F)c1ccco1 (configuration not stated)	-22%	-1%	1%	1%	1%	0%
4	CN(CCc1ccccc1)c1ccc([N+](=O)[O-])cn1	-65%	8%	-4%	1%	-1%	6%
5	O=S(=O)(Nc1ccc2c(c1)OCO2)c1ccc(F)c(F)c1	3%	-3%	0%	-1%	-2%	1%
6	O=C(Nc1cccc(Cl)c1)Nc1ccccc1NS(=O)(=O)c1cccs1	-49%	10%	3%	-1%	17µM*	-3%
7	Cc1ccc(CS(=O)(=O)c2ccc(C(=O)N3CCCCC3)cc2[N+](=O)[O-])cc1	-26%	8%	0%	-9%	-12%	-8%
8	Cc1cc(OCC(=O)NCc2cccnc2)c2c(C)cc(=O)oc2c1	0%	-6%	1%	5%	1%	-18%
9	CN1C(=O)CC(N2CCN(c3ccccn3)CC2)C1=O (configuration not stated)	0%	7%	-3%	-2%	3%	5%
10	O=C(c1ccc(NS(=O)(=O)c2ccc(F)cc2)cc1)N1CCCCC1	-8%	3%	0%	-4%	-1%	-12%
11	CCCCC(CC)CNC(=O)C(Cc1ccccc1)NS(=O)(=O)c1ccc2c(c1)CCC(=O)N2 (configuration not stated)	-31%	2%	-10%	26%	-4%	-4%
12	COc1cc(-c2noc(CCC(=O)NC3CCCCC3)n2)cc(OC)c1OC	1%	0%	0%	2%	0%	2%

item	VP16 counter	RORg inh	MBNL1 CUG block	CXXC DNA block	Rab9 prom act
1	-16%	-27%	18%	-14%	-15%
2	1%	43%	-3%	3%	-1%
3	-1%	-9%	1%	18%	-1%
4	-6%	15%	?	22%	17%
5	·	·	·	·	-1%
6	0%	-1%	0%	3%	9%
7	-4%	-13%	·	-4%	2%
8	-3%	-15%	0%	12%	0%
9	-2%	-12%	-16%	4%	2%
10	·	·	·	·	-5%
11	-4%	5%	-11%	23%	-1%
12	22%	-5%	-2%	4%	0%

# Compound profiles, as listed above. Order of screens: BRCA1 expr up | p53 reactivation | NPC1 promoter act | ELG1 genotox | FLuc counter | uPA surface inh | VP16 counter | RORg inh | MBNL1 CUG block | CXXC DNA block | Rab9 prom act
# Cc1ccc(CS(=O)(=O)c2ccc(C(=O)N3CCCCC3)cc2[N+](=O)[O-])cc1 is listed with -26% | 8% | 0% | -9% | -12% | -8% | -4% | -13% | · | -4% | 2%
# CCCCC(CC)CNC(=O)C(Cc1ccccc1)NS(=O)(=O)c1ccc2c(c1)CCC(=O)N2 (configuration not stated) is listed with -31% | 2% | -10% | 26% | -4% | -4% | -4% | 5% | -11% | 23% | -1%

# (next part)
item	molecule	BRCA1 expr up	p53 reactivation	NPC1 promoter act	ELG1 genotox	FLuc counter	uPA surface inh
13	COc1ccc(C(=O)COC(=O)CCn2nnc(-c3cccc(O)c3OC)n2)cc1	2%	-1%	-1%	11%	9.5µM*	-5%
14	O=C(/C=C/c1cccc(Br)c1)N1CCN(c2ccccn2)CC1	-14%	-5%	-4%	4%	?	-1%
15	Cc1ccccc1/C=N/n1c(-c2ccccn2)n[nH]c1=S	-17%	-5%	-5%	0%	-3%	-2%
16	COc1ccc(C(C)=O)cc1COc1cccc2c1OC(C)(C)C2	-37%	-6%	-3%	14%	-2%	-5%
17	Cc1ccc(-n2cc(CNC(C)Cn3cncn3)c(-c3ccc(F)cc3)n2)cc1 (configuration not stated)	0%	-9%	2%	0%	17µM*	9%
18	O=C(NCc1ccccc1)c1cnc(Cl)c(Cl)c1	43%	6%	-2%	4%	-1%	-1%
19	Cc1ccc2c(c1)-c1c(cnn1CC(=O)O)CO2	-14%	12%	-4%	4%	2%	-1%
20	COC(=O)c1scc(S(C)(=O)=O)c1-n1cccc1	23%	-1%	-3%	0%	1%	-3%
21	N#CCCN(CCC#N)C(=S)NC1CC2C=CC1C2 (configuration not stated)	-24%	-1%	9%	0%	-4%	11%
22	COc1ccc(C2CC(c3cccs3)=NN2C(=O)CSc2nncs2)cc1OC (configuration not stated)	-13%	-4%	-5%	7%	-5%	-1%
23	Cc1cc(=O)[nH]c(SCC(=O)N2CCC(Cc3ccccc3)CC2)n1	6%	-1%	-9%	-2%	?	8%
24	O=C(NCC1CCCO1)c1ccc(Oc2ccc([N+](=O)[O-])cc2)cc1 (configuration not stated)	2%	25%	-1%	-7%	3%	2%

item	VP16 counter	RORg inh	MBNL1 CUG block	CXXC DNA block	Rab9 prom act
13	-4%	-11%	4%	0%	4%
14	-2%	19%	·	11%	2%
15	-18%	?	1%	-3%	2%
16	-3%	29%	6%	37%[activator]	-3%
17	-8%	16%	-8%	-5%	-4%
18	28%	23%	-3%	-4%	12%
19	-9%	11%	1%	-2%	6%
20	1%	5%	-18%	-19%	-3%
21	-9%	3%	-6%	0%	0%
22	-7%	32%	?	?	-2%
23	-9%	-2%	-3%	-5%	-4%
24	0%	?	?	-21%	-10%

# Only NPC1 promoter act and RORg inh, for some of the entries so far:
No. | structure | NPC1 promoter act | RORg inh
16 | COc1ccc(C(C)=O)cc1COc1cccc2c1OC(C)(C)C2 | -3% | 29%
17 | Cc1ccc(-n2cc(CNC(C)Cn3cncn3)c(-c3ccc(F)cc3)n2)cc1 (configuration not stated) | 2% | 16%
18 | O=C(NCc1ccccc1)c1cnc(Cl)c(Cl)c1 | -2% | 23%
19 | Cc1ccc2c(c1)-c1c(cnn1CC(=O)O)CO2 | -4% | 11%

# (cont.)
item	molecule	BRCA1 expr up	p53 reactivation	NPC1 promoter act	ELG1 genotox	FLuc counter	uPA surface inh
25	CCOC(=O)CN1CC23C=CC(O2)C(C(=O)NC2CCCCCC2)C3C1=O (configuration not stated)	-3%	6%	-2%	0%	1%	-1%
26	O=C(/C=C/c1cccs1)Nc1ccc(N2CCOCC2)c(S(=O)(=O)Nc2ccccc2Cl)c1	-22%	20%	-2%	-1%	?	-1%
27	Cc1cc(C)n(-c2nc(NCC(C)O)c3c4c(sc3n2)COC(C)(C)C4)n1 (configuration not stated)	-20%	-13%	-1%	-4%	-14%	·
28	N#Cc1c2c(c(NCc3ccco3)n3c1nc1ccccc13)CCC2	-4%	6%	-7%	-2%	-2%	3%
29	O=S(=O)(NC1CCCCCC1)c1cccc2cccnc12	1%	-4%	4%	0%	-3%	·
30	Cc1cc(C)c(NC(=O)CNC(=O)c2ccccc2SCC(=O)N2CCCC2)c(C)c1	7%	3%	-2%	0%	-14%	-5%
31	CCOC(=O)c1c(S(=O)(=O)NCC(=O)Nc2cc(C)ccc2C)c(C)n(C)c1C	-1%	-2%	1%	3%	2%&-5%	-2%
32	Oc1ccc(Cl)cc1N=Nc1ccccc1	-8%	·	-27%	7%	13µM*	14%
33	Cc1ccc(C2CC(c3cccs3)=NN2C(=O)CSc2nc(=O)n3cc(C)ccc3n2)cc1 (configuration not stated)	-31%	4%	-14%	-9%	1%	-12%
34	CCOC(=O)c1c(NC(=O)C(F)(OC)C(F)(F)F)sc(C(=O)N2CCCCC2)c1C (configuration not stated)	7%	-10%	1%	-2%	1%	5%
35	COc1ccc(/C=N/NC(=O)CCn2c3ccccc3c3ccccc32)cc1OC	-29%	-4%	0%	0%	5%	-5%
36	O=S(=O)(c1ccc(Br)cc1)c1nc(-c2ccco2)oc1NCC1CCCO1 (configuration not stated)	-2%	-1%	-1%	5%	-8%	1%
37	Cn1c(C(=O)NCc2ccco2)cc2c(=O)[nH]c3ccccc3c21	2%	-7%	-1%	4%	-2%	-1%
38	c1ccc(CSc2ncnc3sccc23)cc1	-1%	9%	-5%	0%	-16%	?

item	VP16 counter	RORg inh	MBNL1 CUG block	CXXC DNA block	Rab9 prom act
25	0%	4%	-2%	-4%	4%
26	-11%	?	13%	23%	-8%
27	10µM*	3.2µM*	-6%	0%	3%
28	10%	-12%	18%	3%	3%
29	-6%	?	-2%	-3%	-4%
30	·	·	·	·	-4%
31	3%	11%	-6%	-2%	-1%
32	25%	26%	2%	-11%	0%
33	·	·	·	·	-19%
34	1%	5%	3%	-3%	4%
35	-9%	8%	·	-8%	5%
36	1%	20%	-4%	-3%	0%
37	-3%	-1%	-7%	1%	-5%
38	29%	?	-1%	6%	2%

# Screens (PubChem BioAssay)
